E-selectin induc: induces E-selectin expression in human endothelial cells. P16581. HUVEC E-selectin immunofluorescence imaging; normalized: neutral wells 0, TNF-alpha wells 100. activation, % at 7.58 µM. hit rate 0.37% among 260,000. AID 686992;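 active = mean E-selectin-positive cell signal at least 10% of the positive control, reached in at least 60% of replicates, without over 20% cell loss; inconclusive = no rule given, readout overlaps actives, possibly toxicity-flagged; inactive = the rest, including those meeting only one limit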;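 also: in these data hits start at about 27%; measured in HUVEC primary endothelial cells; signal is the percent of cells scored E-selectin positive by PE staining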
Target sequence (P16581 whole entry, looked up): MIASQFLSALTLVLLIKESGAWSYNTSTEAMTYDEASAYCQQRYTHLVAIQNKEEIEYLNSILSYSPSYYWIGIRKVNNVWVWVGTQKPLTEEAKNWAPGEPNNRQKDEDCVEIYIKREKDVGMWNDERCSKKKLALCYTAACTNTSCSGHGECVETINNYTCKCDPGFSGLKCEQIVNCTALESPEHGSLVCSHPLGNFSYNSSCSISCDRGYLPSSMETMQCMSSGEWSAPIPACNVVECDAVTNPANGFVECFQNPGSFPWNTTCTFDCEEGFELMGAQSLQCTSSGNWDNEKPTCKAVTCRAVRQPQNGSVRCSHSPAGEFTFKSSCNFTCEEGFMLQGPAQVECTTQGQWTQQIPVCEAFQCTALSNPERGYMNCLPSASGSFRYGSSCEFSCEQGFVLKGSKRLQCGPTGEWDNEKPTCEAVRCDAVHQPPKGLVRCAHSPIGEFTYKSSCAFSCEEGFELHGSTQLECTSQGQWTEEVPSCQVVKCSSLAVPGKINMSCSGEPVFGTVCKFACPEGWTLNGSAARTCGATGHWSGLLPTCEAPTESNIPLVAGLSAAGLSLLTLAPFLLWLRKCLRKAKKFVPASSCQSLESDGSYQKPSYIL
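assay system = HUVEC, human umbilical vein endothelial cells | input = 3,000 HUVEC seeded per well | medium = EGM-2 growth medium on 0.1% gelatin-coated wells | dosing = one compound dose added by pin transfer | signal = immunofluorescence imaging | read-out basis = % PE-positive cells | control set = TNF-alpha, DMSO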
Statin myotox sup: protects C2C12 myotubes from simvastatin toxicity; ATP luminescence, 48 h; scaled: DMSO 0, geranylgeraniol control 100; rescue of ATP level, % at 7.49 µM; hit rate 0.78% among 330,000; AID 602340;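 active = mean ATP rescue above about 67%, or every replicate alone reaching that limit, limit read from the data, passing the limit was not always enough; inconclusive = no clear call, values can overlap the other calls; inactive = mean under the limit and some replicate under it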;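 also: myotubes were challenged with 10 µM simvastatin during compound exposure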
PglD inh: blocks C. jejuni PglD acetyltransferase activity; inhibition, % at 12.5 µM; purified PglD enzyme, DTNB colorimetric CoA detection; hit rate 0.098% among 360,000; in the data active = inhibition above about 16%, passing the limit was not always enough; inconclusive = no clear call, values can overlap the other calls; also: strong numbers were not always called active
ERp5 block: inhibitors of human ERp5; hit rate 0.05% among 350,000; AID 651711; inhibition, % at 9.99 µM; ERp5 insulin aggregation, absorbance 650 nm, 90 min; Q15084;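 active = mean replicate inhibition above about 25%, with every replicate also reaching it, limit read from the data, passing the limit was not always enough; inconclusive = only one of those two criteria met; inactive = neither criterion met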
S100A4 inh HTS: inhibitors of human S100A4 binding to myosin IIA peptide; P26447; inhibition, % at 10.7 µM; S100A4/TAMRA-MyoIIA peptide fluorescence polarization; AID 652163; hit rate 0.14% among 360,000;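 active = mean inhibition of at least 70% across replicates, with every replicate also reaching that level; inconclusive = mean inhibition reaches 70% but some replicates fall short; inactive = mean inhibition below 70%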
Target sequence (P26447 whole entry, looked up): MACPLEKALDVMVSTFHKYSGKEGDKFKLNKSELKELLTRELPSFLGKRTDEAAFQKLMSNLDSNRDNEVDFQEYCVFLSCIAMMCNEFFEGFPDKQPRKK
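Test system: S100A4 monomer protein; Medium: HEPES pH 7.2 with CaCl2, KCl, NaCl, DTT, Triton; Probe or stimulus: TAMRA-labelled myosin IIA heavy-chain peptide probe, 5 nM; Doses: one dose per compound; Times: polarization read 5 min after assay mix addition, stable 5–60 min; Benchmarks: neutral control DMSO, positive control TFP.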
DENV2 CPE: protects cells from dengue virus 2 cytopathic effect; DENV2-infected cells, cytopathic effect rescue, plate reader; CPE inhibition, % at 9.99 µM; hit rate 1.7% among 350,000; in the data active = CPE inhibition above about 20%, passing the limit was not always enough; inconclusive = no clear call, values can overlap the other calls; tested in BHK-21 cells;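 also: 0% = median of neutral control wells and 100% = median of positive control wells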
SIRT5 block: inhibitors of human sirtuin-5 desuccinylase | Q9NXA8 | Purified SirT5, succinyl-peptide AMC, trypsin-coupled fluorescence | inhibition, % at 15 µM | hit rate 1.1% among 330,000 | AID 652115; in the data active = inhibition above about 15%; inconclusive = no clear call, values can overlap the other calls
Target sequence (Q9NXA8 whole entry, looked up): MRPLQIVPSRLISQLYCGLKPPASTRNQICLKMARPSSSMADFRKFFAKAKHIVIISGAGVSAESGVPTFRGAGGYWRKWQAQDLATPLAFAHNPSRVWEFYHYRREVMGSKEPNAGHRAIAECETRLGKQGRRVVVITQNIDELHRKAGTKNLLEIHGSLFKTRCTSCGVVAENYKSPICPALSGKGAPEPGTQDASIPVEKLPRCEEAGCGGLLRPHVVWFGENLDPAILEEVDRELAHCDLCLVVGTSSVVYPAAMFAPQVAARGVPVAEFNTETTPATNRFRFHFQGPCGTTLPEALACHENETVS
Active calls of the source: *; ? = inconclusive; . = not tested or not shown; & = joins results of further samples; ! = repeats disagree. An excerpt (hit frequency here may not be typical).

SMILES	E-selectin induc	Statin myotox sup	PglD inh	ERp5 block	S100A4 inh HTS	DENV2 CPE	SIRT5 block
COc1ccc2c3c(n(C)c2c1)[C@@H](CO)N(Cc1ccccc1Cl)CC31CN(C(=O)CC2CC2)C1	0.0	.	.	-3	9	14	12
CC(=O)N1CCC(N(C(=O)Nc2ccc(Cl)cc2)C(C)C)CC1	.	.	-3	-8	-46	-3	-3
CCC(=O)Nc1ccc2c(c1)C(=O)N(C)C[C@@H](OC)[C@H](C)CN(C(=O)COC)[C@@H](C)CO2	0.3	-2	1	7	-24	21*	.
CCOC(=O)[C@@H]1[C@H]2COc3cc(OC)ccc3[C@@H]2N2C(=O)N(c3ccc(Br)cc3)C(=O)[C@@]12C	.	-4	0	3	-6	-3	.
COc1ccc(NC(=O)n2ncc3c(C)cccc32)cc1	0.7	-15	-6	3	-2	-11	-1
O=C(CN1CCC(C(=O)c2cccc(F)c2)CC1)NCc1cccs1	.	.	.	2	-1	5	0
Cc1cc(=O)oc2cc(OCC(=O)N3CCCC3)ccc12	-0.4	6	0	2	-2	-4	-8
COC(=O)c1sccc1NC(=O)Nc1ccc(C)cc1C	0.4	1	-5	6	1	?	0
Cc1noc(C)c1NC(=O)N(C)C[C@@H]1OCCCC[C@H](C)Oc2ccc(NC(=O)CCC(F)(F)F)cc2C(=O)N([C@H](C)CO)C[C@H]1C	0.0	.	-2	-1	13	-6	-6
NC(=O)CC(NC(=O)Cc1ccc(Br)cc1)c1ccc(NC2CCN(Cc3ccccc3)CC2)c([N+](=O)[O-])c1 (centres undefined)	1.1	-13	3	3	-4	-3	.
Cc1ccc(OCCn2nnc3ccccc32)cc1C	.	10	0	-2	-7	-4	-3
C[C@@H]1CN([C@H](C)CO)C(=O)c2cc(-c3cccc(F)c3)cnc2O[C@@H]1CN(C)S(C)(=O)=O	-0.4	.	-3	-6	8	33	3
C[C@@H]1CN([C@@H](C)CO)S(=O)(=O)c2ccc(C#Cc3ccccn3)cc2O[C@H]1CN(C)C(=O)C1CC1	-0.3	2	-1	16	3	-3	0
CC(C)CC#Cc1ccc2c(c1)O[C@H](CN(C)Cc1ccccc1F)[C@H](C)CN([C@@H](C)CO)S2(=O)=O	0.2	-110	1	2	6	10	?
CCOC(=O)CC(=O)CSc1ncnc2c1nnn2-c1ccccc1	.	-6	-8	1	-5	-2	-1
Cc1ccc(S(=O)(=O)N[C@@H]2C=C[C@H](CC(=O)NCCN3CCCCC3)O[C@H]2CO)cc1	0.7	-1	-2	-3	-3	19	0
CNC[C@@H]1Oc2c(NC(=O)Nc3ccc(F)cc3)cccc2C(=O)N([C@H](C)CO)C[C@H]1C	131*	6	1	-1	2	-3	-2
CCN(CC(=O)NC1CCS(=O)(=O)C1)C(=O)c1cc(OC)c(OC)c(OC)c1 (centres undefined)	.	-3	-1	11	-3	13	4
O=c1cc(N2CCc3ccccc3C2)[nH]c(=O)n1-c1ccc(Br)cc1	.	14	2	-4	-4	-2	-3
COc1ccc(/C=C/C(=O)Nc2ccc(C34CC5CC(CC(O)(C5)C3)C4)cc2)cc1OC	-0.1	-127	.	1	-3	-12	0
O=C(O)COc1ccc(/C=N/Nc2nc(Nc3ccccc3)nc(N3CCCCC3)n2)cc1	.	.	-1	3	-6	-4	4
CCN(CC)C(=O)COc1ccc(C=O)cc1OC	.	2	5	-3	6	-4	-1
O=C(NCC1CCCO1)C(=O)c1c[nH]c2ccccc12 (centres undefined)	3.4	.	.	-4	-11	.	1
CCOC(=O)c1sc2cc([N+](=O)[O-])cc(SCCO)c2c1N	8.9	.	.	-6	-7	7	0
CC(C)=CCC[C@](C)(OC1OC(COC2OCC(O)C(O)C2O)C(O)C(O)C1O)C1CC[C@]2(C)C1C(O)CC1[C@@]3(C)CCC(O[C@@H]4O[C@H](CO)C(O)C(O)C4O[C@@H]4OC(CO)C(O)C(O)C4O)C(C)(C)C3CC[C@]12C (some centres undefined)	0.4	-22	-3	5	-4	?	.
COc1ccc(S(=O)(=O)N2CCC(C(=O)Nc3c(F)cccc3F)CC2)cc1	-1.4	8	1	2	-3	4	-1
Cc1ccc(S(=O)(=O)N(C)C[C@H]2Oc3c(NS(=O)(=O)c4ccc(F)cc4)cccc3C(=O)N([C@H](C)CO)C[C@H]2C)cc1	-4.0	37	1	.	.	-18	.
C/C(=N\NC(=O)CCc1c(C)n[nH]c1C)c1ccc([N+](=O)[O-])cc1	-0.2	.	1	-3	4	6	-3
Cc1ccc(CNC(=O)CNC(=O)c2ccco2)cc1	.	-4	0	-4	-2	2	-3
COC(=O)[C@]12C[C@H](CC(=O)N3CCCC3)C(=O)N(Cc3ccccc3)C1=C[C@H](C(C)C)O[C@@H]2C1CC1	0.0	.	.	4	-10	?	.
CCC1Nc2ncnc(N3CCN(c4ccccc4)CC3)c2N(Cc2ccc(C)cc2)C1=O (centres undefined)	0.0	6	0	1	-5	-9	.
CCNC(=O)C[C@H]1CC[C@H]2[C@@H](COc3ccc(NC(=O)c4cccc(OC)c4)cc3C(=O)N2C)O1	0.3	3	-1	-9	-2	7	-6
COC(=O)c1nnn(-c2nonc2N)c1CN1CCCC1	0.9	-15	0	0	0	4	-4
CCn1cc(/C=N\NC(=O)c2cc(-c3ccccc3OC)nc3ccccc23)c(C)n1	.	.	.	-3	-14	-7	2
CCOc1ccc(NC(=O)CN(C)C(=O)Cc2ccsc2)cc1OCC	0.8	0	-4	-2	-3	-7	-2
Cc1ccc(S(=O)(=O)Nc2ccc3c(c2)CC(=O)N([C@H](C)CO)C[C@@H](C)[C@H](CN(C)C(=O)Nc2ccc(C(F)(F)F)cc2)O3)cc1	0.1	8	5	-26	4	-16	1
Cc1ccc(NC(=O)CCC(=O)c2cccs2)cc1F	0.0	2	0	0	-5	1	101*
CCOC(=O)[C@]12Cc3c(cc(OC)c(OC)c3OC)[C@H]1N(CCC(=O)OC)C(=O)c1cc(OC)ccc12	-0.1	.	.	-6	2	-10	6
COc1cccc(/C=C2\SC(=S)N(CCCC(=O)N3CCCCC3)C2=O)c1	-0.2	8	2	-19	-8	27*	-1
COCC1CCN(Cc2c(C(=O)N3CCOCC3)nc3c(C)cccn23)C1 (centres undefined)	0.0	10	3	3	4	14	.
CC(Oc1ccc(F)cc1)c1nnc(SCC(=O)N(c2ccccc2)C2CCS(=O)(=O)C2)o1 (centres undefined)	0.6	-11	-7	-2	-3	1	-4
CCC(=O)N1CC2(CN(Cc3ccc(Cl)cc3)C2)c2c(n(C)c3cc(OC)ccc23)[C@@H]1CO	0.6	.	.	1	-9	-8	-3
C[C@@H]1CN([C@H](C)CO)S(=O)(=O)c2ccc(-c3cncnc3)cc2O[C@@H]1CN(C)C(=O)NC1CCCC1	-0.1	4	-1	-6	-7	1	3
NC(=O)NC(=O)COC(=O)CCCSc1nc2ccccc2s1	2.1	-10	0	5	3	?	-5
CN1C(=O)N(C)c2ccc(C=O)c3cccc1c23	1.5	.	.	-1	7	.	-5
COC(=O)c1ccc(-c2nc(CN3CCN(C(=O)c4ccco4)CC3)c(C)o2)cc1	-0.2	-16	2	5	-4	0	.
O=C(OCn1nnc2ccccc2c1=O)c1cc2ccccc2o1	.	10	1	-8	9	-7	-2
C[C@@H]1CN([C@@H](C)CO)C(=O)CCCn2nncc2CO[C@H]1CN(C)Cc1cccc2c1OCCCO2	-0.2&-0.2	-2&2&1	-1&-3&3	2&3	2&3&-13	45*!	-2&-1&-7
CCCCn1c(Cn2nc(C(=O)O)c3ccccc3c2=O)nc2cc(S(N)(=O)=O)ccc21	.	6	-3	-4	1	-2	0
COc1ccc(CCNC(=O)CSc2nnnn2-c2ccc(OC)c(OC)c2)cc1OC	-0.1	.	.	-1	-3	0	6
Continued:
SMILES	E-selectin induc	Statin myotox sup	PglD inh	ERp5 block	S100A4 inh HTS	DENV2 CPE	SIRT5 block
COc1ccccc1C1CC(=O)Oc2cc(OC)c(OC)c(OC)c21 (centres undefined)	6.9	4	1	2	-1	-4	0
CCC(=O)NCCc1nc2cc(NC(=O)c3cccc([N+](=O)[O-])c3)ccc2n1C	.	0	5	-1	1	-2	3
NS(=O)(=O)c1ccc(N=Nc2c[nH]c(=O)c(O)c2)cc1	-0.2	-6	-9	3	-4	0	7
NNc1ccc2c(C(F)(F)F)cc(C(F)(F)F)nc2n1	.	-1	1	0	1	-5	9
C[C@@H]1CCCCO[C@@H](CN(C)Cc2ccc(Cl)c(Cl)c2)[C@H](C)CN([C@@H](C)CO)C(=O)c2cc(NS(=O)(=O)c3cccs3)ccc2O1	-0.1	.	-2	-5	0	-32	25*
CN(C)c1ccnc(Oc2ccc(Cl)cc2)c1C#N	.	-5	4	-3	-9	13	2
CC(=O)NC1C(Oc2ccc(C)cc2)OC2COC(c3ccco3)OC2C1O (centres undefined)	.	.	.	-1	6	-6	0
COc1ccc(CN2[C@@H](CO)[C@@H]3c4ccccc4N(C(=O)CC(F)(F)F)C[C@@H]32)cc1	0.7	10	-3	5	-2	14	6
Cc1ccccc1S(=O)(=O)NCC[C@@H]1CC[C@H](NC(=O)C2CCC2)[C@@H](CO)O1	0.2	0	-2	-5	2	-8	0
COc1cccc(CC(=O)NNC(=O)CN(C)S(=O)(=O)c2ccc(C)cc2)c1	.	7	-4	27*	-5	18	-2

Some of the entries so far, bar-delimited:
SMILES | E-selectin induc | Statin myotox sup | PglD inh | ERp5 block | S100A4 inh HTS | DENV2 CPE | SIRT5 block
CC(=O)NC1C(Oc2ccc(C)cc2)OC2COC(c3ccco3)OC2C1O (centres undefined) | . | . | . | -1 | 6 | -6 | 0
COc1ccc(CN2[C@@H](CO)[C@@H]3c4ccccc4N(C(=O)CC(F)(F)F)C[C@@H]32)cc1 | 0.7 | 10 | -3 | 5 | -2 | 14 | 6

Next structures
SMILES	E-selectin induc	Statin myotox sup	PglD inh	ERp5 block	S100A4 inh HTS	DENV2 CPE	SIRT5 block
C/C(=N\NC(=O)c1ccc(F)cc1)c1ccc(N2CCOCC2)cc1	-0.1	.	.	2	-4	-3	0
O=c1cc(Cc2ccc([N+](=O)[O-])cc2)[nH]c(=O)[nH]1	0.0	.	.	5	-21	0	0
CCCCOc1ccc(C(=O)NCC(=O)NNC(=O)c2ccco2)cc1	-0.1	3	.	3	-4	2	-2
O=C(O)c1c(C(=O)O)c(-c2ccc(Cl)c(Cl)c2)n2c1CSC2	58*	-4	-3	-5	-18	14	-2
Cc1ccc(S(=O)(=O)Nc2cc(C(=O)NCCN(C)C)ccc2N2CCCC2)cc1	0.0	3	.	6	-4	2	12
CN(C)c1ccc(Nc2ncnc3ccc(Br)cc23)cc1	1.7	-13	-3	-2	-7	-8	2
O=C(COc1ccccc1Br)NC1CC1	-0.4	.	2	0	0	6	-2
Cc1noc(C)c1S(=O)(=O)Nc1ccc2c(c1)C(=O)N([C@@H](C)CO)C[C@@H](C)[C@@H](CN(C)Cc1ccccc1)O2	0.8	1	-1	-2	5	7	0
CCCCn1c(O)c(/C=C/C=C/C=Nc2ccccc2)sc1=S	0.0	.	.	5	-23	-2	3
CCOC(=O)CSc1nc(C)cc(Oc2ccc(=O)n(C)n2)n1	1.3	-4	3	-1	-1	0	-5
CCC(=O)N1CCC(NC(=O)Nc2ccc(OC(F)(F)F)cc2)CC1	-0.1	-2	0	7	0	-15	-9
Cc1c(C)c2ccc(OC(C)C(=O)N3CC[C@@]4(O)CCCC[C@H]4C3)cc2oc1=O (some centres undefined)	.	-1	-6	-1	-5	8	-22
COc1ccc(C(=O)COC(=O)CCC(=O)Nc2ccc(C(C)=O)cc2)cc1	.	.	3	3	-1	15	2

Bioassay records deposited in PubChem BioAssay by Broad Institute.
